NLRP3 yeast inh = NALP3 inflammasome inhibitors in reconstituted yeast, primary screen, luminescence, uHTS; Yeast reconstituted NLRP3/ASC/caspase-1, beta-gal luminescence, 24 h; inhibition, % at 10 µM; 0.39% of 330,000 active;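 active = inhibition of 50% or more; inactive = inhibition below 50%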;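 also: plate controls were induced DMSO wells for no effect and uninduced yeast grown without galactose for full effect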
TIM10 inh = growth inhibitors of isogenic TIM10 control yeast, primary screen, counter-screen for tim10-1 yeast inhibitor project, luminescence, uHTS; S. cerevisiae TIM10 strain growth, BacTiter-Glo luminescence, 24 h; inhibition, % at 10 µM; 1.4% of 330,000 active; AID 463195, 2010;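 active = inhibition of 40% or more at the single tested concentration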;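 also: wild-type TIM10 isogenic control strain grown at permissive 25 °C; 0% = DMSO yeast wells and 100% = minimal medium wells without yeast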
tim10-1 inh = growth inhibitors of tim10-1 mutant yeast, primary screen, luminescence, uHTS | inhibition, % at 20 µM | 2.2% of 330,000 active | S. cerevisiae tim10-1 ts strain growth, BacTiter-Glo, 24 h;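 active = inhibition of at least 40%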;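 also: mutant grown at 25 °C; 0% = DMSO wells with yeast and 100% = wells holding no yeast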
mIAP block = inhibitors of mouse IAP, primary screen, biochemical, luminescence, uHTS. intestinal alkaline phosphatase [Mus musculus]. purified mouse IAP, CDP-Star luminescence, 30 min. inhibition, % at 10 µM. 0.2% of 330,000 active. AID 2806, 2010;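 active = inhibition of at least 40% at 10 µM in the primary screen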;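 also: plate controls were DMSO with enzyme for no effect and no enzyme wells for full effect; values of inactives mirror those of a sister screen read the other way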
MIN6 prolif = inducers of MIN6 beta-cell proliferation, primary screen, ATP luminescence, uHTS | MIN6 cells proliferation, ATPlite luminescence, 48 h; cells starved in 0.2% serum; 100% = growth in 10% serum | proliferation, % at 10 µM | 0.29% of 330,000 active | AID 2380, 2010;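 active = compounds whose signal lies at least 3.5 SD above the mean of all wells on their plate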;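 also: 0% = DMSO-treated cells in low-serum medium and 100% = 10% serum control; some compounds called inactive have numbers as strong as hits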
hIAP inh = human IAP inhibitors, primary screen, biochemical, luminescence, uHTS; inhibition, % at 10 µM; 0.12% of 330,000 active; Intestinal-type alkaline phosphatase (Homo sapiens), P09923; purified IAP, CDP-Star luminescence, 30 min;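 active = inhibition reaching a set limit with compound at 10 µM in the primary screen, cut at about 35% in these data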;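 also: plate controls were DMSO wells with enzyme for no effect and no-enzyme buffer wells for full effect; values of inactives mirror those of a sister screen read the other way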
Target sequence (P09923 whole entry, looked up): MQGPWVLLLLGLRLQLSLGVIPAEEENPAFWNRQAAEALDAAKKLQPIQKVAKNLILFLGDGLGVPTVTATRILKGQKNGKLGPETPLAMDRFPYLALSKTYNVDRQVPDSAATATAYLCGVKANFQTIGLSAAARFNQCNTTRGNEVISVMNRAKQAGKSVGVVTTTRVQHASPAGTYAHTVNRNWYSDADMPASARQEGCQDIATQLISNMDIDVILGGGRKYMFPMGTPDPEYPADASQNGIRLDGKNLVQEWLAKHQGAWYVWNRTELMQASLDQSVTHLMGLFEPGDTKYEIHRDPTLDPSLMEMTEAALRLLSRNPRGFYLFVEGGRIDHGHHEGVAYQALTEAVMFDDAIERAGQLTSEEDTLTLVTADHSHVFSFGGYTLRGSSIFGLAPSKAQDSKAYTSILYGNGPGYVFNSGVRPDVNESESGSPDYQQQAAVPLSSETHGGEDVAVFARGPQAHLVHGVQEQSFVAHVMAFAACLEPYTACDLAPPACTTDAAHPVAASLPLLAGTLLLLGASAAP
mIAP activ = activators of mouse IAP, primary screen, biochemical, luminescence, uHTS; intestinal alkaline phosphatase [Mus musculus]; AID 2805, 2010; muIAP, CDP-Star luminescence, 30 min; stronger effect = higher value; 1 = vehicle-only enzyme signal, 0 = enzyme-free wells; activation factor at 10 µM; 0.24% of 330,000 active;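 active = activation factor of at least 2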; also: the source names both 10 and 20 µM as test concentration; values of inactives mirror those of a sister screen read the other way
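also added = chemiluminescent substrate CDP-Star | test system = mouse IAP enzyme | signal = chemiluminescence readout | compound = DMSO-dissolved test compounds | incubation = 30 min at room temperature | benchmarks = DMSO wells, no-enzyme wells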
A3A deaminase = APOBEC3A ssDNA deaminase inhibitors, primary screen, selectivity assay for APOBEC3G inhibitor project, biochemical, FAM/TAMRA oligo cleavage fluorescence. inhibition, % at 20 µM. DNA dC->dU-editing enzyme APOBEC-3A (Homo sapiens), P31941. 0.41% of 330,000 active. recombinant A3A, FAM/TAMRA ssDNA deamination fluorescence;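 active = at least 40% inhibition at 20 µM here, with at most 30% in a related deaminase screen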;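 also: plate controls were A3A with DMSO for no effect and wells lacking A3A enzyme for full effect; some results filed as inactive read as strong as hits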
Target sequence (P31941 whole entry, looked up): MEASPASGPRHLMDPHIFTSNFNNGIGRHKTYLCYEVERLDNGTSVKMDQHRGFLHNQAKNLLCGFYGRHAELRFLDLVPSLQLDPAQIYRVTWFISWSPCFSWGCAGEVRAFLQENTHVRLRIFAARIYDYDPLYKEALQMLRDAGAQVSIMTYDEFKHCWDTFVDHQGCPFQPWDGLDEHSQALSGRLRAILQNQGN
APOBEC3G inh = APOBEC3G DNA deaminase inhibitors, primary screen, biochemical, fluorescence, single-stranded DNA substrate, uHTS; DNA dC->dU-editing enzyme APOBEC-3G (Homo sapiens), Q9HC16; recombinant A3G, ssDNA deamination FAM/TAMRA fluorescence; inhibition, % at 20 µM; 0.28% of 330,000 active; AID 493012, 2011;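 active = inhibition of at least 40% at 20 µM, with no more than 30% in the related APOBEC3A deaminase screen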;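 also: plate controls were DMSO wells with A3G for no effect and wells lacking A3G enzyme for full effect; some compounds called inactive have numbers as strong as hits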
The depositor's hits bear a star; · = not tested or not shown.

SMILES | NLRP3 yeast inh | TIM10 inh | tim10-1 inh | mIAP block | MIN6 prolif | hIAP inh | mIAP activ | A3A deaminase | APOBEC3G inh
Cc1ccc(S(=O)(=O)Nc2ccc3c(c2)n(C)c(=O)n3C)cc1 | 14 | -1 | -17 | -2 | -2 | -19 | 1 | -3 | -5
CC(C)(C)OC(=O)CNC(=O)c1[nH]cnc1C(=O)NC1CCNCC1 | 19 | 1 | 9 | 7 | -1 | -33 | 0.93 | -5 | -8
O=C(Nc1ccccc1)OCc1cnc(Cl)s1 | 21 | -1 | 7 | -6 | 0 | -5 | 1.1 | 0 | -7
C=CCn1c(SCC(=O)NCC)nc2sc3c(c2c1=O)CCC3 | 5 | 13 | 4 | 3 | 0 | 16 | 0.97 | 0 | -5
C=CCn1c(Cn2nnc3ccccc32)nnc1SCC(=O)N/N=C/c1cc(Br)cc(OC)c1O | 14 | -12 | 7 | 1 | 0 | 23 | 0.99 | -2 | -4
O=c1[nH]c(SCC2CCCCO2)nc2ccccc12 (stereo not drawn) | 7 | 20 | 26 | 8 | -1 | 11 | 0.92 | 4 | -7
COC(=O)c1c(NC(=O)COc2ccc(Cl)cc2Cl)sc2c1CC(C)(C)NC2(C)C | 25 | 41* | 44* | 5 | -6 | -2 | 0.95 | -3 | -7
COc1ccc(Cn2cc(C(=O)O)c(=O)c3ccccc32)cc1 | 8 | 12 | 21 | -5 | 0 | -4 | 1 | -2 | -3
COC(=O)[C@H](C)N(Cc1ccc(Cl)c(Cl)c1)S(=O)(=O)CCN1CCCC1 | · | -2 | 14 | -1 | · | · | 1 | 2 | -1
O=C(COC(=O)c1cc([N+](=O)[O-])ccc1N1CCOCC1)c1ccc(OC(F)F)cc1OC(F)F | 8 | 9 | 10 | 11 | -1 | -5 | 0.89 | -1 | -5
COc1ccc(/C=C/C(=O)C23CC4CC(CC(C4)C2)C3)cc1CN1CCOCC1 | 21 | 46* | 46* | 12 | -5 | 4 | 0.88 | -4 | -4
Cc1ccc2c(c1)CCCN2C(=O)c1cc2ccccc2oc1=O | 11 | 24 | 43* | 2 | -5 | -12 | 0.98 | 1 | -3

Nothing new here: entries from further up.
SMILES | NLRP3 yeast inh | TIM10 inh | tim10-1 inh | mIAP block | MIN6 prolif | hIAP inh | mIAP activ | A3A deaminase | APOBEC3G inh
Cc1ccc(S(=O)(=O)Nc2ccc3c(c2)n(C)c(=O)n3C)cc1 | 14 | -1 | -17 | -2 | -2 | -19 | 1 | -3 | -5
CC(C)(C)OC(=O)CNC(=O)c1[nH]cnc1C(=O)NC1CCNCC1 | 19 | 1 | 9 | 7 | -1 | -33 | 0.93 | -5 | -8
O=C(Nc1ccccc1)OCc1cnc(Cl)s1 | 21 | -1 | 7 | -6 | 0 | -5 | 1.1 | 0 | -7
C=CCn1c(SCC(=O)NCC)nc2sc3c(c2c1=O)CCC3 | 5 | 13 | 4 | 3 | 0 | 16 | 0.97 | 0 | -5
C=CCn1c(Cn2nnc3ccccc32)nnc1SCC(=O)N/N=C/c1cc(Br)cc(OC)c1O | 14 | -12 | 7 | 1 | 0 | 23 | 0.99 | -2 | -4
O=c1[nH]c(SCC2CCCCO2)nc2ccccc12 (stereo not drawn) | 7 | 20 | 26 | 8 | -1 | 11 | 0.92 | 4 | -7
COC(=O)c1c(NC(=O)COc2ccc(Cl)cc2Cl)sc2c1CC(C)(C)NC2(C)C | 25 | 41* | 44* | 5 | -6 | -2 | 0.95 | -3 | -7
COc1ccc(Cn2cc(C(=O)O)c(=O)c3ccccc32)cc1 | 8 | 12 | 21 | -5 | 0 | -4 | 1 | -2 | -3
COC(=O)[C@H](C)N(Cc1ccc(Cl)c(Cl)c1)S(=O)(=O)CCN1CCCC1 | · | -2 | 14 | -1 | · | · | 1 | 2 | -1
O=C(COC(=O)c1cc([N+](=O)[O-])ccc1N1CCOCC1)c1ccc(OC(F)F)cc1OC(F)F | 8 | 9 | 10 | 11 | -1 | -5 | 0.89 | -1 | -5

(list continues)
SMILES | NLRP3 yeast inh | TIM10 inh | tim10-1 inh | mIAP block | MIN6 prolif | hIAP inh | mIAP activ | A3A deaminase | APOBEC3G inh
Cc1cccc(OC(C)C(=O)NC2CCS(=O)(=O)C2)c1C (stereo not drawn) | 10 | 1 | 24 | -4 | -3 | -10 | 1 | -1 | 0
COc1ccc(Br)cc1C(=O)Nc1cccc(NC(=O)c2ccco2)c1 | 5 | 14 | 42* | -1 | -2 | 6 | 1 | -5 | -8
CC(=O)c1cccc(NC(=O)CN(c2ccc(F)cc2)S(C)(=O)=O)c1 | 17 | -7 | -17 | 10 | 0 | 18 | 0.9 | 2 | 1
O=C(Nc1ccccc1)N(Cc1ccc2c(c1)OCO2)Cc1nc2ccccc2c(=O)[nH]1 | 21 | -1 | 14 | -5 | 3 | -64 | 1 | 4 | 1
Cc1ccc(-c2nc3s/c(=C\c4ccco4)c(=O)n3n2)cc1 | -1 | 9 | 8 | 30 | -2 | 6 | 0.7 | 40 | 15
O=C(CCn1nnnc1CN1CCOCC1)N1CCC(c2cccc(Cl)c2)C1 (stereo not drawn) | 11 | 2 | 19 | 1 | -1 | 2 | 0.99 | -2 | 4
CCCn1c(N2CCN(CC(=O)NCc3cccs3)CC2)nc2ccccc21 | 17 | 6 | 11 | -6 | -3 | -4 | 1.1 | 10 | -6
CC(C)CCn1c(O)c(N=NC(=O)Cn2ccc(C(F)(F)F)n2)c2ccccc21 | 4 | -1 | 6 | 17 | -1 | 3 | 0.83 | 1 | -2
Cc1ccccc1-c1nc(CN(C)C(C)c2ccon2)c(C)o1 (stereo not drawn) | 21 | 7 | 19 | 6 | -1 | -4 | 0.94 | -4 | -6
C[C@@H]1CC=C[C@H]2[C@H]1C(=O)N(Cc1ccccc1)[C@H]2c1ccc(F)c(-c2ccc(N(C)C)cc2)c1 | 6 | 4 | 7 | -5 | -8 | 2 | 1 | -2 | -7
COc1cccc(=O)c2c(C)n(-c3cc(C)cc(C)c3)c(C)c12 | 1 | 21 | 28 | -2 | -6 | 18 | 1 | 0 | -2
CCOc1ccc(/C(C)=N/N2C(=O)C(CC(=O)Nc3ccc(OC)cc3[N+](=O)[O-])SC2=Nc2cccc(C)c2C)cc1 (stereo not drawn) | 14 | 3 | 7 | 7 | 0 | 7 | 0.93 | 0 | -5
Cc1ccc(Nc2nc(N)nc(CSC(=S)N3CCOCC3)n2)c(C)c1 | 1 | 8 | 12 | 8 | 0 | -5 | 0.92 | -1 | 3
CCNc1nc(NCC)nc(Oc2ccc(OCc3ccccc3)nn2)n1 | 5 | 15 | 11 | 2 | 1 | 8 | 0.98 | 1 | -11
Cn1nc([N+](=O)[O-])nc1Sc1ccc(C(C)(C)C)cc1 | 11 | 24 | 30 | 0 | -1 | 17 | 1 | -5 | -6
O=C(NCC(c1ccco1)N1CCc2ccccc21)c1cccc(F)c1 (stereo not drawn) | 11 | 11 | 25 | 1 | -2 | -2 | 0.99 | -5 | -5
CN1CC2(C)OC(=O)C(Cl)=C2CC1c1ccccc1 (stereo not drawn) | 7 | -4 | 5 | -8 | -1 | 0 | 1.1 | 1 | -5
O/N=C1\CCCCc2ccccc21 | -6 | -10 | -17 | 0 | -4 | -5 | 0.99 | -2 | -3
O=C(Nc1ccc(C(=O)N2CCN(c3ccccc3F)CC2)cc1)C1=CSCCO1 | 20 | 29 | 39 | 4 | -3 | -9 | 0.96 | -5 | -3
COc1ccc(CCc2nnc(CCC(=O)N(C)Cc3ccncc3C)o2)cc1 | 22 | 1 | 16 | 1 | -5 | -4 | 0.99 | -1 | -2
CCCN1CCN(C(=O)CN2C(=O)COc3ccc(S(=O)(=O)N(CC)CC)cc32)CC1 | 4 | -9 | -9 | -5 | -2 | -23 | 1.1 | 0 | 2
Cc1ccc(N2CC(O)=C(c3nc4ccccc4c(=O)[nH]3)C2=N)cc1C | 40 | 47* | 13 | 9 | 3 | -23 | 0.91 | 2 | 0
CNS(=O)(=O)c1ccc(NC(=S)Nc2ccc3c(c2)OCO3)cc1 | 29 | 3 | 1 | 12 | 5 | 2 | 0.88 | -2 | 2
Cc1noc(C)c1CSCC(=O)Nc1ccc(OC(F)F)c(Cl)c1 | 15 | 18 | 16 | -6 | 1 | 3 | 1.1 | -5 | -8
C/C(=N\Nc1ccc([N+](=O)[O-])cc1[N+](=O)[O-])C(C)C(C)C (stereo not drawn) | 18 | -5 | 12 | 2 | -5 | 32 | 0.98 | 7 | 6
COc1ccc(C(O)c2nc3ccccc3n2C(C)C)cc1 (stereo not drawn) | 8 | -2 | 13 | -6 | -2 | -30 | 1.1 | -2 | -5
CCSc1nc2c(c(=O)[nH]1)C(c1ccccn1)C1=C(CC(C)(C)CC1=O)N2 (stereo not drawn) | 0 | -13 | 16 | -11 | -2 | -5 | 1.1 | -6 | -5
CN1CCN(CC(=O)Nc2cccc([N+](=O)[O-])c2)CC1 | 7 | 7 | -2 | -2 | -3 | -4 | 1 | 1 | -4
CCOc1cc(NC(=O)c2cnccn2)c(OCC)cc1NC(=O)c1cccc(F)c1 | 4 | 14 | 7 | -1 | 0 | -1 | 1 | 1 | -9
O=C(Nc1ccc(F)cc1)c1cc(Cl)sc1Cl | -16 | -21 | 16 | -1 | -1 | 15 | 1 | -1 | -3
CCNc1nc(NCC)nc(N(n2cnnc2)S(=O)(=O)c2ccc(C)cc2)n1 | 19 | -6 | -14 | 4 | 0 | -28 | 0.96 | -1 | -1
O=C(O)CC(NCc1ccco1)C(=O)OCCCl (stereo not drawn) | -6 | 4 | -6 | 0 | -2 | 10 | 1 | -1 | -3
CCC(=O)N1CCc2cc(S(=O)(=O)N(CC)c3cccc(C)c3)ccc21 | 17 | -25 | 10 | -7 | -1 | -1 | 1.1 | -3 | -4
CCn1c(=O)n(CC)c2cc(S(=O)(=O)Nc3cc(C)cc(C)c3C#N)ccc21 | 0 | -1 | 3 | -4 | -2 | -11 | 1 | -1 | -1
COc1ccc(C2=NN(CCC(=O)NCc3cccs3)C(=O)CC2)cc1 | -16 | 4 | 10 | -4 | -1 | 4 | 1 | 2 | -2
OC(COc1ccc2cc(Br)ccc2c1)CN1CCOCC1 (stereo not drawn) | 21 | 31 | 21 | -1 | 2 | 2 | 1 | 0 | -2
COc1ccc(-c2nnnn2CCc2ccccc2)cc1 | 0 | -14 | 7 | -9 | -2 | 8 | 1.1 | 0 | -2

Screening data deposited in PubChem by Sanford-Burnham Center for Chemical Genomics.
